Screens from PubChem BioAssay.
MBNL1-CUG inh: blocks human MBNL1 binding to CUG repeat RNA. Q9NR56. TR-FRET MBNL1-His/biotin-(CUG)12 binding, 665/545 ratio. Potency, µM (titrated, usually from 57.5 µM), for the others: at the highest dose activity change, negative = inhibition, actives largely listed as inhibitors. hit rate 0.036% among 280,000. AID 2675; active = well fitted inhibition curve with a large enough effect in the signal ratio, with a control signal flat, not every such curve was filed as active; inconclusive = small, poorly fitted or top-dose-only effect, or effect the other way, or a change in a side signal; inactive = no such curve, though single readings can be large or run the other way; the % refers to the signal ratio; note: % is set by controls: 0 for no effect and ±100 for the full control effect
Target sequence (Q9NR56 whole entry, looked up): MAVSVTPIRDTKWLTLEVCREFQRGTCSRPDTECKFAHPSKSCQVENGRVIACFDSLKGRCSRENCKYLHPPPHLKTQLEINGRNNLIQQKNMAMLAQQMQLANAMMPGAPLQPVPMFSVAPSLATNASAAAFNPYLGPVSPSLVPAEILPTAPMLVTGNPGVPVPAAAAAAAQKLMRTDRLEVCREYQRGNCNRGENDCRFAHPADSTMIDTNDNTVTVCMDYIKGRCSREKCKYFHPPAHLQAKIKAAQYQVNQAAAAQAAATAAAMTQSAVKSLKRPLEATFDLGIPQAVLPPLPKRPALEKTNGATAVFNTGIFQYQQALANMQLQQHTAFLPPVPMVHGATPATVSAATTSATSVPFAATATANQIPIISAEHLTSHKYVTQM
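Ratiometric TR-FRET (665 over 545 nm, excitation 340 nm) tracks disruption of MBNL1-His/biotin-(CUG)12 complex after 60 min at room temperature, with compounds at 92 nM to 58 uM final.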
FLuc modulator: firefly luciferase modulation, counter-screen for miR-21 project; P08659; hit rate 6.9% among 360,000; purified FLuc, Km substrates, luminescence inhibition; Potency, µM (titrated, usually from 57.5 µM), for the others: at the top dose activity change, negative = inhibition, usual class: inhibitors;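 note: plate controls were vehicle for no effect and reference inhibitor for full effect; nearly all actives have a fitted effect of over 55% in size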
Target sequence (P08659 whole entry, looked up): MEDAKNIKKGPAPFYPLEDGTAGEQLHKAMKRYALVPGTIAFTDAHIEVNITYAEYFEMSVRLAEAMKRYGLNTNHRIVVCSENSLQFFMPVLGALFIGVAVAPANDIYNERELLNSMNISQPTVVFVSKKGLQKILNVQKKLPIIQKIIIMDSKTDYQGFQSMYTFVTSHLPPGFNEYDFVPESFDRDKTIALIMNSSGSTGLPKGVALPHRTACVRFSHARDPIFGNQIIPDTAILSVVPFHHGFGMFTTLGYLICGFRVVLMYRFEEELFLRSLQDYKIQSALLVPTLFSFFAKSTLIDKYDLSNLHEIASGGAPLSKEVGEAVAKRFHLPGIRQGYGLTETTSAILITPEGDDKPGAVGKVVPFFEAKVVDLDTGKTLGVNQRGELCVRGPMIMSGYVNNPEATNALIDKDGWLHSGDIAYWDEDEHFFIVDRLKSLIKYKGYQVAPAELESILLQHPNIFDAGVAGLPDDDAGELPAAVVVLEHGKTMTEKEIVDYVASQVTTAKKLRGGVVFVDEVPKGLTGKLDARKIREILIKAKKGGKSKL
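Purified P. pyralis luciferase, 10 nM final, with Km-level 10 uM D-luciferin and 10 uM ATP in 50 mM Tris acetate pH 7.5, 10 mM Mg acetate, 0.01% Tween-20, 0.05% BSA; 6-point qHTS titration about 60 µM downward; luminescence read.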
VP16 counter: counter-screen for ROR gamma inhibitors: Gal4-VP16 reporter | Drosophila S2 Gal4-VP16 UAS-luciferase, luminescence, 20 h | Potency, µM (doses to about 53.6 µM), without a hit: top-dose activity, negative = inhibition, usual class: inhibitors | hit rate 3.5% among 310,000 | AID 2546;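 note: Gal4-VP16 expression switched on by copper sulfate through the metallothionein promoter; % is set by controls: 0 for no effect and ±100 for the full control effect; nearly all actives have a fitted effect of over 50% in size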
p53 reactivation: restores transcriptional activity of mutant p53; H1299 p53-A138V BP100-luciferase reporter, luminescence, 24 h; Potency, µM (highest dose often 92.2 µM), for the others: at the top dose activity change, positive = activation, usual class: activators; hit rate 0.063% among 320,000; AID 504706; note: % of control where 0% means no effect; nearly all actives have a fitted effect of over 45% in size
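H1299 (p53-null), stable ts p53-A138V + BP100-Luc; 1000 cells/well, Opti-MEM/10% FBS; cpd 4 pt, 1:5; 24 h, 37 deg C, 5% CO2; detection reagent 10 min RT; luminescence.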
NPC1 prom act: activators of NPC1 promoter | Potency, µM (doses to about 9.22 µM), without a hit: at the top dose activation, hits mostly activators | Huh7 NPC1 promoter luciferase reporter, 24 h | hit rate 2.4% among 320,000;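 note: % of control where 0% means no effect; nearly all actives have a fitted effect of over 60% in size; reporter is driven by a mutant NPC1 promoter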
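Quantitative HTS used a cell-based reporter: Huh7 cells stably bearing the NPC1 promoter upstream of luciferase were treated with compounds for 24 h, and promoter activation was read as luminescence.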
uPA surface inh: blocks generation of uPA at the cell surface; cell surface uPA generation assay, qHTS; Potency, µM (doses to about 38.3 µM), for the others: top-dose activity change, negative = inhibition, most hits filed as inhibitors; hit rate 0.31% among 330,000; AID 540303; active = well fitted inhibition curve with a large enough effect; inconclusive = small, poorly fitted or top-dose-only effect; inactive = no such curve, though single readings can be large or run the other way; tested in mouse RAW 264.7 cells; note: % is set by controls: 0 for no effect and ±100 for the full control effect; nearly all actives have a fitted effect of over 55% in size
RORgamma inh: blocks mouse ROR gamma transcriptional activity; P51450; Drosophila S2 Gal4-RORgamma UAS-luciferase reporter, 20 h; Potency, µM (highest dose often 53.6 µM), inactives show at the top dose activity change, negative = inhibition, hits mostly inhibitors; hit rate 5.4% among 310,000; AID 2551; note: % is set by controls: 0 for no effect and ±100 for the full control effect; nearly all actives have a fitted effect of over 60% in size
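Using a luciferase readout, inhibitors were identified by reduced reporter activity in Drosophila cells coexpressing a copper-inducible Gal4–ROR gamma fusion and UAS-driven Photinus luciferase, incubated 20 hr after 700 uM copper sulfate.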
BRCA1 expr act: activators of BRCA1 expression. Potency, µM (highest dose often 46.1 µM), without a hit: at the highest dose activation, hits mostly activators. hit rate 1.1% among 380,000. AID 624202. MCF7-BRCA1-FFLuc reporter, luminescence, 48 h; response scale: scaled: vehicle 0%, 10 µM genistein 100%; note: nearly all actives have a fitted effect of over 80% in size; some results filed as inactive show a strong effect at the top dose
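Compounds are tested at multiple concentrations on MCF7 BRCA1-luciferase reporter cells seeded at 2000 per well; after 48 h, a single luminescence end-point is taken and curves fitted to the normalized data.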
Rab9 promoter act: activators of Rab9 promoter | Huh7 Rab9 promoter-luciferase reporter, luminescence, 24 h | Potency, µM (top dose mostly 9.22 µM), without a hit: at the highest dose activation, negative = inhibition, hits mostly activators | hit rate 2.8% among 320,000 | AID 485297; note: % of control where 0% means no effect; nearly all actives have a fitted effect of over 60% in size
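Huh7 cells stably carrying a Rab9 promoter-luciferase reporter, 1500 cells per well in OP-MEM I with 10% FBS, treated with compound 24 hours at 37C. Luciferase activity read by luminescence after 10 minutes with Amplite reagent.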
ELG1 genotox: genotoxicity induction in ELG1-luciferase HEK293T cells. HEK293T ELG1-luciferase reporter, luminescence, 16 h. Potency, µM (series often up to 46 µM), for inactives: at the top dose activity change, positive = activation, hits mostly activators. hit rate 1.3% among 330,000; note: % of control where 0% means no effect; nearly all actives have a fitted effect of over 60% in size
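16 hr compound incubation (37 °C, 5% CO2) of HEK293T cells carrying luciferase-tagged ELG1; luciferase then measured by ONE-Glo luminescence after 30 min at RT.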
* = called active by the depositor; ? = inconclusive; / = not tested or not shown; & = joins results of further samples; [ ] = remark or other dose. Unless noted, calls come from the whole dose curve; as a rule, active = well fitted curve in the direction sought with a large enough effect; inconclusive = small, poorly fitted or top-dose-only effect, or another doubt; inactive = no such curve, though single readings can be large; an effect the other way counts as inactive or inconclusive. Potency is the fitted concentration of half-maximal effect.

Preview (2 entries):
SMILES	MBNL1-CUG inh	FLuc modulator	VP16 counter	p53 reactivation	NPC1 prom act	uPA surface inh	RORgamma inh	BRCA1 expr act	Rab9 promoter act	ELG1 genotox
COc1ccc2c(c1)c(C(=O)N/N=C/c1ccccc1Cl)c(C)n2C	5%	-19%	14%	-3%	-3%	-1%	-34%	-31%	-3%	-2%
N#C/C(=C\c1c(N2CCCCC2)nc2ccccn2c1=O)S(=O)(=O)c1ccccc1	/	2%	0%	-4%	-1%	-8%	36%	-15%	-4%	-3%

Results, from the start:
SMILES	MBNL1-CUG inh	FLuc modulator	VP16 counter	p53 reactivation	NPC1 prom act	uPA surface inh	RORgamma inh	BRCA1 expr act	Rab9 promoter act	ELG1 genotox
COc1ccc2c(c1)c(C(=O)N/N=C/c1ccccc1Cl)c(C)n2C	5%	-19%	14%	-3%	-3%	-1%	-34%	-31%	-3%	-2%
N#C/C(=C\c1c(N2CCCCC2)nc2ccccn2c1=O)S(=O)(=O)c1ccccc1	/	2%	0%	-4%	-1%	-8%	36%	-15%	-4%	-3%
COc1ccc(CC2(CO)CCN(Cc3cccnc3)CC2)cc1	33%[activator]	15µM*	-6%	7%	-1%	-7%	7%	15%	?	5%
CC(=O)/C(CN1CCCCC1)=N\O	1%	1%	1%	-3%	0%	2%	-1%	9%	-13%	-3%
O=C(c1ccc2c(c1)N(Cc1ccccc1)C(=O)CS2)N1CCOCC1	-9%	0%	-8%	-1%	9%	/	-10%	0%	3%	0%
CCOC(=O)c1[nH]c2cc3c(cc2c1NC(=O)CN1CCC2(CC1)OCCO2)OCO3	?	1%	-12%	2%	-5%	5%	16%	-14%	9%	-2%
CCCn1c(C(Cc2ccccc2)NC(=O)COC)nc2ccccc21 (stereo unspecified)	?	3%	2%	-2%	-1%	-14%	-6%	14%	5%	7%
C=CCNCC(=O)Nc1ccccc1SCC(=O)Nc1ccsc1C(=O)OC	-3%	2%	0%[10 µM]	-5%	-2%	-1%	-2%	-8%	-9%	-1%
O=C(CC1S/C(=N\S(=O)(=O)c2ccccc2)N(c2ccccc2)C1=O)Nc1ccc(F)cc1 (stereo unspecified)	2%	2%	1%	-2%	0%	-1%	41%	-4%	-12%	2%
CC(NC(N)=O)C(=O)OCc1ccc(Cl)cc1Cl (stereo unspecified)	-1%	2%	8%	3%	0%	3%	7%	35%	-1%	0%
Cc1ccc(N2CCN(S(=O)(=O)c3ccc4c(c3)NC(=O)C(C)C(=O)N4)CC2C)cc1 (stereo unspecified)	-3%	3%	?	2%	-2%	-7%	?	-21%	-2%	-5%
O=S(=O)(Nn1c(O)c(C=C2N=c3ccccc3=N2)sc1=S)c1ccccc1	?	15µM*	11%	13%	-2%	-20%	20%	3%	1%	-5%
O=C(OC(C(=O)NCC1CCCO1)c1ccccn1)c1cccs1 (stereo unspecified)	-4%	1%	-7%	1%	0%	8%	7%	39%	0%	-4%
CCOC(=O)c1oc2ccccc2c1CN1CCN(c2ccccc2)CC1	-4%	2%	-7%	2%	1%	5%	0%	-6%	-2%	0%
O=C(NCCCN1CCCC1=O)c1cccc(S(=O)(=O)Nc2ccccc2Cl)c1	/	8%	/	-9%	-1%	-3%	/	2%	1%	-1%
COc1ccc2c(c1)c(CC(=O)Nc1ccccc1OC)c(C)n2C(=O)c1ccc(Cl)cc1	-5%	-2%	-11%	-10%	-4%	-9%	25%	-54%	-6%	1%
Cc1cc(C(=O)NN)c2cc(Br)ccc2n1	-1%	-1%	-10%	0%	18%	-16%	2%	-32%	1%	-1%
CC(NC(=O)/C(=C\c1cccc([N+](=O)[O-])c1)NC(=O)c1ccco1)C(=O)O (stereo unspecified)	?	15µM*	7%	-6%	-1%	6%	-5%	11%	2%	-1%
CC(/C=N/NC(=O)c1sc(N)nc1C)=C\c1ccccc1	3%	?	8%	3%	?	-5%	?	0%	?	?
COC(=O)COc1cccc(NC(=O)C(c2ccccc2)c2ccccc2)c1	-10%	-2%	-5%	-3%	-2%	8%	1%	12%	-3%	1%
CC(C)(C)[C@H]1C=C(C(=O)N2CCN(Cc3ccccc3)CC2)O[C@@H](OCc2ccc(CO)cc2)C1	5%	0%	-3%	4%	1%	-8%	16%	0%	2%	-4%
CCc1ccccc1NC(=O)CCN1C(=O)C2CC=CCC2C1=O (stereo unspecified)	7%	5%	-2%	-12%	0%	3%	-3%	-11%	4%	-6%
Cn1/c(=N\NC(=O)C2CCCCC2)sc2ccccc21	/	-11%	22%	1%	23%	/	?	17%	?	12%
COc1ccc(NC(=O)Cn2c(CCC(=O)O)ccc2-c2ccccc2)cc1	4%	-1%	/	/	0%	7%	/	0%	2%	-1%
O=C(Nc1ccccc1C(=O)OCC(=O)c1c[nH]c2ccccc12)c1ccco1	0%	-19%	-2%	-2%	6%	-20%	44%	-1%	-1%	-2%

Molecules listed so far with an NH in an aromatic ring:
SMILES	MBNL1-CUG inh	FLuc modulator	VP16 counter	p53 reactivation	NPC1 prom act	uPA surface inh	RORgamma inh	BRCA1 expr act	Rab9 promoter act	ELG1 genotox
CCOC(=O)c1[nH]c2cc3c(cc2c1NC(=O)CN1CCC2(CC1)OCCO2)OCO3	?	1%	-12%	2%	-5%	5%	16%	-14%	9%	-2%
O=C(Nc1ccccc1C(=O)OCC(=O)c1c[nH]c2ccccc12)c1ccco1	0%	-19%	-2%	-2%	6%	-20%	44%	-1%	-1%	-2%

Among those listed so far, these have a thiophene ring, fused or not.
SMILES	MBNL1-CUG inh	FLuc modulator	VP16 counter	p53 reactivation	NPC1 prom act	uPA surface inh	RORgamma inh	BRCA1 expr act	Rab9 promoter act	ELG1 genotox
C=CCNCC(=O)Nc1ccccc1SCC(=O)Nc1ccsc1C(=O)OC	-3%	2%	0%[10 µM]	-5%	-2%	-1%	-2%	-8%	-9%	-1%
O=C(OC(C(=O)NCC1CCCO1)c1ccccn1)c1cccs1 (stereo unspecified)	-4%	1%	-7%	1%	0%	8%	7%	39%	0%	-4%

Next entries follow.
SMILES	MBNL1-CUG inh	FLuc modulator	VP16 counter	p53 reactivation	NPC1 prom act	uPA surface inh	RORgamma inh	BRCA1 expr act	Rab9 promoter act	ELG1 genotox
CC1CCCN(CCCNC(=O)c2ccc(CS(=O)(=O)Cc3cccc(Cl)c3)o2)C1 (stereo unspecified)	-3%	3%	2%	15%	6%	-9%	2%	1%	-2%	1%
COc1ccc(NC(=O)C(=O)NCCN2CCN(C(=O)c3ccc(C)cc3)CC2)cc1	-8%	0%	7%	4%	-4%	0%	-4%	-20%	4%	-4%
Cn1c(SCc2ccccc2C#N)nnc1-c1ccncc1	14%	2%	5%	4%	-5%	2%	8%	17%	1%	1%
COC(=O)c1cc(C#N)c(Oc2ccccc2OC)nc1C	-5%	0%	10%	-7%	-3%	8%	8%	4%	-4%	-3%
COc1cc(OC)c(C(=O)OCC(=O)NCC2CCCCC2)cc1OC	/	5%	/	-3%	-1%	-9%	/	-13%	-4%	2%
Cc1cccc2cc(CN(CCCO)C(=O)Nc3cccc(Cl)c3)c(=O)[nH]c12	-8%	21µM*	6%	-1%	-3%	-6%	19%	-27%	-9%	-6%
Cc1ccc(F)cc1NC(=O)c1ccc2c(c1)OCO2	-4%	-3%	2%	?	11%	/	7%	6%	9%	?
O=C(c1cc(-c2ccc(Cl)cc2)on1)N1CCOCC1	5%	2.7µM*	?	22%	0.4µM*	/	10µM*	24%	1µM*	0.92µM*
C/C(Cn1nc([N+](=O)[O-])cc1C)=N\NC(=O)c1ccc(O)cc1O	19%	-18%	14µM*	-1%	1%	0%	1.6µM*	-2%	-3%	4%
COc1ccc(NC(=O)NCCN2CCCCC2)cc1	-2%	6%	-2%	/	3%	19%	16%	3%	-4%	4%
O=C(CNC(=O)c1ccco1)OCC(=O)c1ccc2c(c1)CCCC2	-1%	?	10%	3%	5%	2%	29%	24%	-2%	3%
Cc1ccc(Nc2nc3c([nH]2)c(=O)[nH]c(=O)n3C)cc1	0%	0%	-9%	2%	-1%	2%	7%	-24%	1%	?
O=C(C1CCCN(Cc2ccccc2Br)C1)N1CCCCC1 (stereo unspecified)	1%	1%	1%	-9%	1%	5%	-1%	-7%	-3%	-1%
C[C@@]12C(=O)N(CC3CC3)CC(=O)N1[C@H](C1CC1)[C@@H]1C(=O)N(c3ccccc3)C(=O)[C@@H]12	13%	-2%	-1%	/	-3%	-1%	-32%	0%	0%	4%
CN1CCN(C(=O)/C=C/c2ccc3c(c2)OCO3)CC1	20%	-4%	-15%	22%	1%	3%	-13%	12%	13%	3%
C=CCc1ccc(OCCCOc2ccc(C(=O)O)cc2)c(OC)c1	-9%	11µM*	-28%	-2%	15%	-5%	?	26%	5%	3%
C=C(C)C(=O)OCC(O)COc1ccc(C(C)(C)c2ccc(OCC(O)COC(=O)C(=C)C)cc2)cc1 (stereo unspecified)	/	-3%	/	-3%	-3%	14%	/	-23%	-1%	?
O=C(/C=C/c1ccc(O)c(O)c1)NC(=O)c1ccccc1O	?	9.5µM*	-6%&-17%	/	?	?	-23%&-22%	?	11%	?
